HTRA1 inh: HTRA1 serine protease inhibitors, primary screen, biochemical, fluorescence polarization, HTS; Q92743; recombinant HTRA1, FP-rhodamine activity-based probe; inhibition, % at 5.96 µM; 340,000 tested, 0.5% active; AID 504803, 2011; in the data active = inhibition above about 36%;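 also: 0% = enzyme with DMSO and 100% = wells lacking enzyme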
Target sequence (Q92743 whole entry, looked up): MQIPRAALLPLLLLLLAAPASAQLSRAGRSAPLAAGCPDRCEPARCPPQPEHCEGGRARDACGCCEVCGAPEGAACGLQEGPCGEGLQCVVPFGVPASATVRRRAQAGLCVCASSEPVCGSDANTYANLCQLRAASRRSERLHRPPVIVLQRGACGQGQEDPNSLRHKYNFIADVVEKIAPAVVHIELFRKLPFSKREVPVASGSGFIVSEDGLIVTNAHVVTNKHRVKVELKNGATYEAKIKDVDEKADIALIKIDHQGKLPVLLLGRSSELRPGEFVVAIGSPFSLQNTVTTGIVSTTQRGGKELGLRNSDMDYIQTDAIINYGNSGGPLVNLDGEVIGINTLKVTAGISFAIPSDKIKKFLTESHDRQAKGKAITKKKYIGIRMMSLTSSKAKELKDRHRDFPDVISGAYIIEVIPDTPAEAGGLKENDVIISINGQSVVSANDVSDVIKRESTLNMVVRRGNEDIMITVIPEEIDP
PG9 Ab binder: binders of HIV-1 gp120 antibody PG9, primary screen, biochemical, TR-FRET. TR-FRET gp120-PG9 antibody binding. AID 624416, 2012. inhibition, % at 6.7 µM. 360,000 tested, 0.43% active; in the data active = inhibition above about 8.5%
ABHD4 inh: ABHD4 inhibitors, primary screen, biochemical, fluorescence polarization, mouse | inhibition, % at 8.92 µM | 370,000 tested, 0.54% active | (Lyso)-N-acylphosphatidylethanolamine lipase (Mus musculus), Q8VD66 | purified mABHD4, FP-Rh probe fluorescence polarization;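 active = inhibition exceeding the mean over every tested compound plus 3 SD, cut at about 30% in these data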;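 also: 0% = plate median of compound wells and 100% = S159A mutant with DMSO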
Target sequence (Q8VD66 whole entry, looked up): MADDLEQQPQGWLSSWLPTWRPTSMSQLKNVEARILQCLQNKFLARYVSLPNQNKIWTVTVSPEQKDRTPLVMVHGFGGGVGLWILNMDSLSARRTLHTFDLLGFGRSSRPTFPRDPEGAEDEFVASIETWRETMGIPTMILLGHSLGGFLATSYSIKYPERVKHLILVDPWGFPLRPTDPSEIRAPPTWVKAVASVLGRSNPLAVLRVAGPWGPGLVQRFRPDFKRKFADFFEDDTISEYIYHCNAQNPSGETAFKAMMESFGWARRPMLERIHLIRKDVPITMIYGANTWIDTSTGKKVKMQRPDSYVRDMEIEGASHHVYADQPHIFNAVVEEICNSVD
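Assay system: mouse ABHD4 enzyme, wild type / Also added: fluorescent activity-based probe FP-Rh / Doses: single nominal dose of 8.92 µM, 0.89% DMSO final / Timing: 45 min compound pre-incubation plus 60 min probe step, 25 °C / Signal: FP readout, ex 525 nm / em 598 nm / Control set: S159A mutant/DMSO as 100%, compound-well median as 0%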
LEDGF integ inh: blockers of LEDGF/p75-dependent integrase strand transfer – biochemical, TR-FRET, high throughput, primary screen; TR-FRET IN-LEDGF/p75 DNA integration, Eu/Cy5; inhibition, % at 3.7 µM; 370,000 tested, 0.64% active; AID 743269, 2014;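 active = inhibition above the screen-wide mean plus 3 SD, cut at about 13% in these data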;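 also: signal is the Cy5 over europium emission ratio at 671 and 618 nm; 0% = plate median of compound wells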
UHRF1 binding: UHRF1 methylated DNA binding inhibitors, primary screen, counter-screen for MBD2 inhibitor project, biochemical, TR-FRET, human UHRF1, single concentration; 370,000 tested, 0.75% active; inhibition, % at 4.4 µM; UHRF1 binding to methylated oligo; in the data active = inhibition above about 21%;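 also: UHRF1 SRA domain binding a hemimethylated CpG hairpin DNA probe; 0% = median of test compound wells and 100% = reference inhibitor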
NR1D1 modulator: modulators of Rev-erb alpha DNA binding, primary screen, biochemical, FITC-DNA, fluorescence polarization, uHTS; Nuclear receptor subfamily 1 group D member 1 (Homo sapiens), P20393; Rev-erbα–FITC-DNA binding, 90 min; activity, % at 10 µM; 370,000 tested, 0.79% active;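 active = activity above about 14%, limit read from the data; passing the limit was not always enough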;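 also: 0% = DMSO wells with 35 nM protein and 100% = DMSO wells with 750 nM protein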
rCAG binder: binders of r(CAG) RNA repeats, primary screen, biochemical, fluorescence | r(CAG) RNA repeat, TO-PRO-1 dye displacement fluorescence | inhibition, % at 3 µM | 370,000 tested, 1.3% active;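 active = inhibition above the plate cutoff, the mean of all test compounds on that plate plus 3 SD, cut at about 35% in these data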;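 also: 0% = DMSO alone and 100% = 100 µM mitoxantrone as full dye displacement; higher means more dye released from RNA so lower well fluorescence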
PRMT1 inh: PRMT1 methyltransferase inhibitors, primary screen, biochemical, fluorescence polarization | Protein arginine N-methyltransferase 1 (Homo sapiens), Q99873 | recombinant PRMT1, activity-based probe fluorescence polarization | inhibition, % at 2.79 µM | 370,000 tested, 1.3% active | AID 652257, 2013;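 active = inhibition above about 21% made by adding two undisclosed values, limit read from the data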
TCR-CD3 inh: inhibitors of human TCR-CD3 interaction, primary screen, biochemical, fluorescence, TAMRA-labeled TCR probe. 360,000 tested, 0.37% active. inhibition, % at 9.4 µM. AID 651800, 2012. T-cell receptor (TCR); in the data active = inhibition above about 19%;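 also: recombinant mutant TCR 2C K166C tagged with TAMRA read by polarization; 0% = receptor in buffer alone and 100% = receptor with positive control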
MBD2 DNA inh: inhibitors of MBD2 binding to methylated DNA, primary screen, biochemical, TR-FRET, DNA-binding domain, human. MBD2 binding to methylated oligonucleotide. inhibition, % at 4.4 µM. Methyl-CpG-binding domain protein 2 (Homo sapiens), Q9UBB5. 370,000 tested, 0.31% active; in the data active = inhibition above about 13%
Numbers without * were called inactive; x = not tested or not shown. An excerpt; rates above refer to the full screens.

SMILES	HTRA1 inh	PG9 Ab binder	ABHD4 inh	LEDGF integ inh	UHRF1 binding	NR1D1 modulator	rCAG binder	PRMT1 inh	TCR-CD3 inh	MBD2 DNA inh
CCOc1ccccc1N1CC(C(=O)Nc2cc(Cl)ccc2-n2cncn2)CC1=O (stereo unspecified)	3	0.8	2	2	-4	2	-3	-1	3	-6
CCN(CC)CCCNc1oc(-c2ccc(OC)c(OC)c2)nc1C#N	3	1.6	2	-3	4	3	-1	-2	3	-2
Cc1[nH]c(C)c(S(=O)(=O)Nc2ccccc2Cl)c1C(=O)N1CCCC1	-1	-0.1	-3	4	-2	-5	0	-2	0	-3
Cc1ccc(S(=O)(=O)Oc2ccc(/C=N/NC(=O)c3ccncc3)cc2)cc1	3	0.1	1	-5	2	2	-2	0	2	4
c1ccc2c(c1)nc(N1CCCCCC1)c1ccccc12	-2	0.8	-9	-2	2	3	-2	5	-8	2
CCOc1ccccc1NC(=S)N(CCCN1CCOCC1)Cc1cn(C)c2ccccc12	-11	-0.1	13	-2	5	2	-2	2	-4	-4
CCOC(=O)c1c(C)[nH]c(C(=O)OCC(=O)N2c3ccccc3CC2C)c1C (stereo unspecified)	-2	0.3	-8	4	5	-6	3	1	-12	1
Cc1cccc(OCC(=O)N2CCN(C(=O)c3ccco3)CC2)c1	0	-0.9	-3	-1	0	1	1	0	6	-1
CC(C)c1ccc(S(=O)(=O)N2CCN(C(=O)CN3C(=O)c4ccccc4C3=O)CC2)cc1	-1	-2.5	5	4	1	13	0	2	9	-3
CCCCOc1ccc(C(=O)N/C(=C\c2ccc([N+](=O)[O-])cc2)C(=O)OCc2ccco2)cc1	-11	-3.2	-3	21*	-2	-1	7	-1	4	7
CC(=O)c1ccc2cccc3c2c1N=CN3C	12	-5.2	-1	-4	-12	6	-4	6	-1	-3
O=C(Nc1cccc(C(F)(F)F)c1)C1CCCN1S(=O)(=O)c1cccc2cccnc12 (stereo unspecified)	-13	0.7	-6	-1	-3	-2	-1	-1	1	0
NS(=O)(=O)c1ccc(NC(=O)COC(=O)c2cnccn2)cc1	-3	-2.0	-2	1	-1	2	6	1	-10	7
COc1ccc(NC(=O)CN(C)S(=O)(=O)c2ccc3c(c2)CC(C)N3C(C)=O)cc1OC (stereo unspecified)	11	-0.6	5	5	0	4	1	-7	8	-3
COc1ccc(OCC(=O)N/N=C(\C)CC(=O)Nc2cccc([N+](=O)[O-])c2)cc1	-7	-1.1	-1	-1	-6	1	3	0	-5	-1
COc1ccc(C(=O)NC2CCN(CC(=O)N3CCCCC3)CC2)cc1	10	-0.5	2	-1	-1	-6	-6	1	3	2
CC(C)OC(=O)CSc1nc(Cc2cccs2)nc2ccccc12	-13	-0.3	2	-2	-5	8	1	0	4	4
Cc1cc(C)cc(N(CC(=O)N2CCOCC2)S(=O)(=O)c2ccccc2)c1	1	-2.7	-6	5	0	3	-8	1	0	-3
CCc1ccc(N2CC(C(=O)OCC(=O)NC3CC3)CC2=O)cc1 (stereo unspecified)	-3	-0.4	-3	-4	-1	2	2	1	7	-3
COCCn1c(N)c(C#N)c2nc3ccccc3nc21	-2	0.5	4	5	5	-1	3	3	1	-4
CCc1cc(=O)oc2cc(C)cc(OC(C)C(=O)NCCCn3ccnc3)c12 (stereo unspecified)	4	-0.6	4	1	-2	-3	-2	-3	-2	-2
CCCCOC(=O)c1ccc(OC(=O)N2CCOCC2)cc1	-1	1.1	8	-2	1	-4	-10	0	-6	3
c1ccc(-c2nnc(CN3CCN(C(c4ccccc4)c4ccccc4)CC3)o2)cc1	-20	-1.3	-14	-1	-2	5	0	-1	3	-3
COC(=O)/C=c1/s/c(=C(/C#N)C(=O)NCc2ccccc2)n(-c2ccccc2)c1=O	-8	-1.3	-9	0	-1	-1	2	-2	-3	-5
Cc1cccc(OCC(=O)NNC(=O)c2ccccc2OCc2c(C)noc2C)c1	3	-0.6	-3	0	-2	-1	0	-2	-1	3

A draw from above in order of heavy-atom count, falling.
SMILES	HTRA1 inh	PG9 Ab binder	ABHD4 inh	LEDGF integ inh	UHRF1 binding	NR1D1 modulator	rCAG binder	PRMT1 inh	TCR-CD3 inh	MBD2 DNA inh
c1ccc(-c2nnc(CN3CCN(C(c4ccccc4)c4ccccc4)CC3)o2)cc1	-20	-1.3	-14	-1	-2	5	0	-1	3	-3
Cc1cccc(OCC(=O)NNC(=O)c2ccccc2OCc2c(C)noc2C)c1	3	-0.6	-3	0	-2	-1	0	-2	-1	3
Cc1cc(C)cc(N(CC(=O)N2CCOCC2)S(=O)(=O)c2ccccc2)c1	1	-2.7	-6	5	0	3	-8	1	0	-3
CCc1ccc(N2CC(C(=O)OCC(=O)NC3CC3)CC2=O)cc1 (stereo unspecified)	-3	-0.4	-3	-4	-1	2	2	1	7	-3

Next part.
SMILES	HTRA1 inh	PG9 Ab binder	ABHD4 inh	LEDGF integ inh	UHRF1 binding	NR1D1 modulator	rCAG binder	PRMT1 inh	TCR-CD3 inh	MBD2 DNA inh
CN(CC(=O)NCc1ccco1)CC(=O)Nc1cc(S(C)(=O)=O)ccc1Cl	2	0.5	2	-9	2	4	-2	4	-5	-4
COc1cc(OC)cc(C(=O)NC(=S)Nc2ccc3[nH]c(=O)[nH]c3c2)c1	4	-1.8	-1	1	2	7	2	-2	-4	4
Cc1cc(CN(C)C(=O)c2cc(COc3ccc(C)c(C)c3)on2)on1	-5	-0.4	-6	-1	-2	7	-7	0	1	1
Cc1ccc(-c2nnc(SCC(=O)Nc3nc4c(s3)CCCC4)n2C)cc1	4	1.3	-5	4	1	-4	-3	3	-4	-4
COc1cccc2cc(C(=O)NCCN3CCOCC3)c(=O)oc12	8	0.6	0	0	6	-2	-1	1	-4	5
CC(=O)N1c2ccc(S(=O)(=O)NCC3CCC(C(=O)N(C)Cc4ccccc4)CC3)cc2CC1C (stereo unspecified)	2	1.6	-2	-2	2	1	-7	-1	5	6
Cc1ccc(NC(=O)NCc2cccnc2)cc1Cl	-1	-1.9	2	-2	2	-4	-3	-1	1	3
O=C(CN(Cc1ccccc1)C(=O)CCC(=O)Nc1ccccn1)NCCc1ccccc1	3	-0.2	2	-3	0	-1	-5	-2	6	-9
COc1ccc(-n2c(Cc3cccn3C)nnc2SCC(=O)NCC2CCCO2)cc1 (stereo unspecified)	8	0.1	-3	4	3	3	4	1	-1	1
O=C(NCC1CCCO1)c1cccc(Br)c1 (stereo unspecified)	-7	-0.3	5	4	3	-2	0	-2	5	-5
CN(CCC(=O)c1ccccc1)CCC(=O)c1ccccc1	3	-2.1	-6	0	-1	3	-1	0	0	-2
COC(=O)[C@H](CC(C)C)N1Cc2nnn(CC3CCCCC3)c2-c2cc(F)ccc2S1(=O)=O	x	x	1	1	0	4	4	0	x	-1
Cc1nc(N2CCOCC2)sc1C=O	2	0.3	-2	1	0	-5	-2	1	-5	5
CC12CC3(C)CC(C)(C1)CC(C(=O)NCC(=O)O)(C2)C3	-3	-3.0	-4	1	2	-2	2	1	4	3
CC(C)C(NC(=O)OCc1ccccc1)C(=O)NC(Cc1c[nH]c2ccccc12)C(=O)O (stereo unspecified)	x	-0.5	-1	-1	-1	2	11	2	5	-1
CCOC(=O)Cc1csc(N)n1	-2	0.8	-6	8	1	-9	4	0	-5	-5
CN(Cc1nc(-c2cccnc2)no1)S(=O)(=O)c1ccc(Br)cc1	-1	0.6	-5	-3	1	5	-1	4	-2	2
COc1ccc(C2OC[C@H]3O[C@H](O)[C@H](NC(C)=O)[C@@H](O)[C@@H]3O2)cc1 (stereo partly specified)	1	-2.5	-2	1	2	-3	2	1	-5	3
CC(=O)NCCc1nc2cc(NC(=O)c3ccccc3)ccc2n1C	-2	-0.9	2	-8	2	7	-3	4	-4	5
COc1ccccc1C1/C(=C(/O)c2cnn(-c3ccccc3)c2C)C(=O)C(=O)N1CCN(C)C (stereo unspecified)	1	-0.1	4	1	-2	9	0	3	3	-3
CC(=O)c1c(C)cc(C)c(CSc2nc(C)cc(=O)[nH]2)c1C	1	0.7	4	0	1	-1	4	0	0	1
Cc1cc(CN(C)C(=O)CC2C(=O)NCCN2Cc2ccc(-c3ccccc3)cc2)on1 (stereo unspecified)	-11	-0.2	-2	-1	-3	8	-1	2	2	-8
O=C(CN1CCCN(Cc2ccc(F)cc2Cl)C1=O)NC1CCCCCCC1	-3	-2.6	7	-2	-1	4	-9	1	-2	1
Cc1cccc(OCCNc2cc(N3CCN(CCO)CC3)ccc2[N+](=O)[O-])c1	-16	-0.8	5	-1	-5	7	3	1	-3	-6
COc1ccc(S(=O)(=O)N2CCN(C(=O)CCCN3C(=O)NC4(CCCC4)C3=O)CC2)cc1	2	-2.2	-2	1	-2	1	-6	-1	-5	-1
Additional entries follow.
SMILES	HTRA1 inh	PG9 Ab binder	ABHD4 inh	LEDGF integ inh	UHRF1 binding	NR1D1 modulator	rCAG binder	PRMT1 inh	TCR-CD3 inh	MBD2 DNA inh
OCCC1CN(Cc2cccn2-c2nccs2)CCN1C1CCCCC1 (stereo unspecified)	5	-1.3	5	1	0	-3	-5	-4	4	-4
CCOC(=O)C1C(c2ccc(Cl)cc2)NC(=S)NC1(O)C(F)(F)F (stereo unspecified)	1	-2.2	-2	2	0	-3	-4	3	2	0
CC(C)N(C)Cc1nnnn1CC(=O)NCCc1cccc(C(F)(F)F)c1	-5	0.3	3	4	2	4	-4	0	-8	4
O=C(NCc1ccco1)c1nn2c(C(F)(F)F)cc(-c3cccs3)nc2c1Br	-12	-6.3	-2	1	-4	-5	7	13	-6	-3
CC(=O)Nc1ccc(S(=O)(=O)NCCOc2ccc(Cl)cc2C)cc1	x	-2.0	-8	1	0	0	0	-5	0	2
Cc1ccn2c(=O)nc(SCC(=O)c3ccc(Cl)cc3)nc2c1	-6	-3.0	1	3	2	-5	7	1	4	-1
O=C(CNS(=O)(=O)c1c(Cl)cccc1Cl)OCC(=O)N1CCN(c2ccccc2)CC1	-5	-1.2	8	-1	1	0	-3	2	-6	-5
O=C(NCCn1cc(SCc2ccccc2)c2ccccc21)c1c(F)cccc1F	-16	-0.9	-29	-4	-4	0	4	1	4	-1
COc1cccc(CN2C(=O)Nc3ccccc3C(=O)N2C(C)(C)C)c1	-3	-2.3	1	2	1	-1	-1	-1	-2	-4
O=S(=O)(c1ccc(F)cc1)c1nc(-c2ccco2)oc1NCCCn1ccnc1	3	-3.4	6	1	-2	-8	-2	-4	6	1
CN(C(=O)CSc1nc(-c2ccccc2)cn1N)C(c1ccccc1)c1ccccc1	-34	0.4	1	-4	2	0	-1	2	3	0
c1ccc(Cn2nnnc2C(c2ccccn2)N2CCOCC2)cc1 (stereo unspecified)	3	-1.9	-1	-2	2	-1	0	1	0	0
CCN(CC(=O)Nc1ccccc1OC)CC(=O)Nc1ccccc1-c1ccccc1	-10	-0.4	14	4	1	3	-6	-2	1	-2

High-throughput results: PubChem BioAssay, several laboratories
